Compound activity from PubChem BioAssay.
TRPML3 agonist: agonists of human TRPML3 channel. Q8TDD5. AID 1448. HEK293 TRPML3-YFP, Fluo-8 calcium fluorescence; 100% = the carbachol control signal. 0.29% of 220,000 active. activation, % at 3 µM;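 active means activation above its plate's cutoff, the mean activation of the plate's test wells plus 3 SD, cut at about 12% in these data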;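 further: 0% = DMSO only wells and 100% = carbachol wells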
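Test system – HEK293 line with stable expression of human TRPML3-YFP channel · Control set – carbachol 87 µM final as high control (100%), DMSO as low control (0%) · Signal – Fluo-8 calcium dye fluorescence, ex 470-495, em 515-575 nm · Incubation – 1-h 37 °C dye load, 5-s basal, 120-s post-compound reads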
Mdm2 ligase inh: blocks human Mdm2 ubiquitin ligase activity. AID 1230. Q00987. cell-based MDM2 ubiquitination luciferase reporter, 2 h; 0 = plate control, 100 = twice control, blank-subtracted. 0.11% of 210,000 active. signal enhancement, % at 5 µM;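 active means signal enhancement of 30% or more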;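 further: luminescence tracks abundance of the self-degrading MDM2-luciferase fusion protein; higher signal means inhibition of MDM2 E3 ligase activity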
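Material: Stable MDM2–luciferase fusion reporter cells | Amount: 2000 cells seeded into each well | Dosing: One concentration, 5 µM, with 0.2% DMSO | Incubation: 4 h cell settling then 2 h compound exposure, 37 °C | Measured by: Luciferase luminescence | Read-out basis: % enhancement relative to plate controls after blank subtraction | Benchmarks: Control and blank well means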
NCF1 inh: inhibitors of human p47phox binding; p47phox/p22phox peptide binding, fluorescence polarization, 2 h; 0.53% of 220,000 active; inhibition, % at 24.7 µM; P14598;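 active means inhibition above about 30%, limit read from the data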;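 further: 0% = p47phox with labelled peptide and 100% = labelled peptide alone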
Target sequence (P14598 whole entry, looked up): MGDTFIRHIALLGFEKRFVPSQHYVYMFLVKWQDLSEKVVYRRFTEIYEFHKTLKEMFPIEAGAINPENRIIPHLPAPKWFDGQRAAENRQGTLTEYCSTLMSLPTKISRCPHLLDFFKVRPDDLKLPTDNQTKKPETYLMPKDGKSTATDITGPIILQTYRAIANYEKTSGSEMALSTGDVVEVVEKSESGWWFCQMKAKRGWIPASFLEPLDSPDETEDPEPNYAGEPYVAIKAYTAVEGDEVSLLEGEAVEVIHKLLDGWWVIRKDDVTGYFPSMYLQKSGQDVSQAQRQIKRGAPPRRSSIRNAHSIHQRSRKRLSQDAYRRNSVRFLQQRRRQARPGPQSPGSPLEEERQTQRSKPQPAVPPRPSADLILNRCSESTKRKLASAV
EBV gp42 inh: EBV gp42 inhibition | Q1HVG2 | AID 1085 | Fluorescence polarization binding assay, mP read-out | inhibition, % (tested at 21.74 µM) | 0.42% of 220,000 active; in the data active means inhibition above about 50%
Target sequence (Q1HVG2 whole entry, looked up): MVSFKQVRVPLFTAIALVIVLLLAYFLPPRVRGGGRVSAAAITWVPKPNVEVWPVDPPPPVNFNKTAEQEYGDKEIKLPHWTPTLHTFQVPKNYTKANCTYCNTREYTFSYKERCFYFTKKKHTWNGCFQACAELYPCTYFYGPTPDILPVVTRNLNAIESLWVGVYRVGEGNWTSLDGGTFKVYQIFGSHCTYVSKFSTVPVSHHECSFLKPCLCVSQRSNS
Runt-SMMHC FRET: Runt domain-CBFb-SMMHC interaction inhibition; Q01196+Q13951; Cerulean-Runt/Venus-CBFb-SMMHC FRET ratio 530/480, 1 h; inhibition, % at 20 µM; 0.74% of 220,000 active;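 active means mean inhibition across duplicate retests at 20 µM reaching about 50%, limit read from the data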;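 further: 0% = DMSO wells and 100% = wells with excess untagged CBFb-SMMHC; inhibitors lower the FRET ratio by blocking Runt binding to CBFb-SMMHC; some results filed as inactive read as strong as hits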
TRPN1 ag: agonists of zebrafish TRPN1 channel | HEK293 zebrafish TRPN1-YFP, Fluo-8 calcium fluorescence; 100% = response to 87 µM carbachol | activation, % at 3 µM | 0.18% of 220,000 active;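 active means activation above its plate's cutoff, the mean activation of test wells on that plate plus 3 SD, cut at about 19% in these data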;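 further: 0% = DMSO alone and 100% = 87 µM carbachol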
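System: zebrafish TRPN1-YFP in HEK293 cells / Dosing: 3 µM single point / Timing: dye loading 1 h at 37 °C, then 30 min room temperature / Signal: Fluo-8 calcium fluorescence, excitation 470-495 nm, emission 515-575 nm / Read-out basis: percent activation from peak over basal fluorescence ratio, control-normalized / Control set: high carbachol 87 µM, low DMSO alone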
TNF necrop inh: inhibitors of TNF-alpha induced necroptosis in Jurkat FADD-/- cells | 0.068% of 220,000 active | activation (protection from cell death), % at 10 µM | AID 463075 | Jurkat FADD-/- TNF necroptosis rescue, ATP luminescence, 24 h; 0 = TNF only, 100 = no-TNF cells;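 active means activation, meaning protection from cell death, of at least 50% relative to plate controls; inactive means activation below 50%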;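 further: necroptosis triggered by 40 ng/mL TNF-alpha added together with compound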
CHOP inhibitor: blocks CHOP induction under ER stress; CHO-K1 CHOP-promoter luciferase, tunicamycin-induced, 15-18 h; inhibition, % at 10 µM; 3.8% of 220,000 active;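 active means compounds that reduced the stress-induced luciferase reporter signal by more than about 70% of percent inhibition, limit read from the data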;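 further: 0% = tunicamycin plus vehicle and 100% = wells without tunicamycin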
PPC-1+TRAIL kill: PPC-1 cancer cell killing with TRAIL present; PPC-1 cells + TRAIL, ATPLite viability luminescence; cell killing (% activity), % at 4 µM; 0.41% of 220,000 active; AID 1443;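 active means cell killing above 50% in the first pass at 4 µM, then a duplicate retest at 5 µM averaging 50% or more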;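 further: plate controls were cells with TRAIL plus DMSO for no effect and medium-only wells lacking cells for full effect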
The depositor's hits bear a star; . = not tested or not shown.

canonical_smiles	TRPN1 ag	Mdm2 ligase inh	Runt-SMMHC FRET	CHOP inhibitor	NCF1 inh	PPC-1+TRAIL kill	TRPML3 agonist	EBV gp42 inh	TNF necrop inh
CC(=O)Nc1ccc(S(=O)(=O)N2CCN(c3cc(C)nc4ccccc34)CC2)cc1	-1.0	-18	2	27	-12	0	-0.6	-23	-2.0
COC(=O)c1sc(NC(=O)CCCn2nc([N+](=O)[O-])cc2C)c(C(=O)OC)c1C	-0.2	4	-7	-14	-7	-10	1.9	-6	-1.3
O=C(CSc1nnc(-c2cccs2)n1CC1CCCO1)N1CCCC1 (centres undefined)	2.4	-2	0	12	-2	5	0.3	-5	-0.2
COCCCN1C(=O)C(=O)/C(=C(/O)c2ccc(OC(C)C)cc2)C1c1ccc(O)c(OC)c1 (centres undefined)	0.0	0	2	37	-12	21	0.8	4	-0.1
CC(=O)Nc1cc(C(F)(F)F)ccc1OCC1CCCO1 (centres undefined)	-0.3	-13	0	-4	-9	-21	-0.8	-7	-0.1
Cc1cc(NC(=O)CSc2nccn2-c2ccc(Cl)cc2)no1	-0.4	-15	-1	16	-11	12	-1.0	-23	-1.3
CCOc1nonc1C(=N)/C(C(C)=O)=C(\C)O	0.9	-5	-1	6	0	18	1.1	-11	-0.3
COC(=O)c1ccc(C(=O)Nc2cc(Cl)ccc2Cl)cc1NC(=O)c1ccc(N(C)C)cc1	0.1	-4	-36	-20	23	10	0.9	-20	2.9
Cc1cc(C(F)F)n2nc(C(=O)Nc3cccnc3Cl)nc2n1	-1.8	-1	-8	7	3	24	-0.6	2	-1.2
CCCc1cc(C(=O)Nc2cccnc2Cl)no1	-0.6	2	0	8	3	-9	0.7	-6	-0.4
Cc1ccc(-c2cn3cccnc3n2)cc1NC(=O)c1ccc(Br)o1	0.3	-14	-4	55	-8	-7	0.0	-7	-1.3
Cc1ccc(-n2nc(C)c3c2OC(N)=C(C#N)C3c2ccoc2)cc1 (centres undefined)	0.6	-6	-6	55	-25	3	-0.4	-14	-2.2
O=C(CCN1C(=O)/C(=C/c2cccs2)SC1=S)NNC(=O)c1cccc(O)c1	-0.1	-8	-16	46	-143	11	0.4	-30	0.1
CC(C)(C)OC(=O)NCc1ccc(NC(=O)c2nc[nH]c2C(=O)N[C@@H](Cc2ccccc2)C(=O)OCc2ccccc2)cc1	.	-13	1	34	3	-4	.	-18	-13
O=C(O)c1ccc(N/N=C/c2cccc3nccnc23)cc1	1.6	-3	-43	4	-7	3	0.1	-1	-23
COc1ccc(NC(=S)N2CCN(c3ccc([N+](=O)[O-])cc3)CC2)cc1OC	4.3	-11	-13	37	-9	6	2.1	-4	1.5
Cc1ccc(CNC(=O)Cn2ccc3ccccc3c2=O)o1	0.0	-8	1	29	-2	-10	1.4	-5	-0.2
COc1ccc(C(=O)OCC(=O)Nc2ccccc2)cc1[N+](=O)[O-]	0.5	-14	2	10	-2	-1	1.3	-3	0.3
Cc1nc2ccccc2n1CSc1ccccc1	-0.3	-2	2	4	0	25	-0.6	-13	1.4
CC1=C(C(=O)Nc2ccc(C)cc2)C(c2cccs2)NC(=S)N1 (centres undefined)	0.7	1	2	2	-19	4	1.2	7	1.8
Cc1[nH]c2ccccc2c1C(=O)CN1CCC2(CC1)OCCO2	1.6	1	2	-4	-14	-5	1.3	-29	-2.5
O=C(Nc1cccc2ccccc12)NC1CCCc2ccccc21 (centres undefined)	-1.3	-21	-1	10	-6	17	0.7	1	0.7
COc1cc(OC)cc(C(=O)NCCC(=O)NCCc2ccc(OC)c(OC)c2)c1	-1.1	-14	0	5	2	26	0.7	0	1.4
COC(=O)c1ccc(C(=O)OC)c(NC(=O)CN(C)Cc2ccc(Cl)c(Cl)c2)c1	0.6	-12	3	14	-1	3	0.8	-15	1.5
Cc1cccc(N(CC(=O)NC2CCCCC2)C(=O)c2c(C)noc2C)c1	-1.8	-9	5	11	3	14	0.7	-2	-0.4
CCC(=O)Nc1ccc(NC(=O)c2cccc(OC)c2)nc1	1.3	-7	5	1	-9	0	0.3	-11	-0.8
CCn1cc(C(=O)NCCCN(C)c2ccccc2)c(=O)c2cc(S(=O)(=O)N(C)C)ccc21	1.5	-17	0	7	0	0	-0.1	-16	1.2
Cn1cccc1CNCc1ccccc1Cl	-2.0	-8	1	-6	-14	-11	-0.6	-10	-1.9
O=C1NC(Nc2nc3ccccc3s2)(C(F)(F)F)C(=O)N1C1CCCCC1 (centres undefined)	-0.5	-34	-1	79*	-13	-10	0.7	12	1.4
CCCS(=O)(=O)N1CCCC(C(=O)NCC(OC)OC)C1 (centres undefined)	0.3	-6	1	8	-3	-4	0.3	-6	-0.4
COc1ccccc1NC(=O)CN1CCN(CC(=O)Nc2ccc(Cl)c(C(F)(F)F)c2)CC1	-0.7	-33	-10	34	-18	17	0.9	-20	-0.8
Cc1cc(C(=O)N/N=C/c2ccc3c(c2)OCO3)c(C)o1	-1.1	-11	-1	-38	-3	34	0.9	-9	-5.7
COc1ccccc1Nc1ccc(N)cc1	-1.3	7	3	-14	3	28	0.6	-4	-11
CN(Cc1nc2ccccc2c(=O)[nH]1)Cc1cc(=O)oc2ccc3ccccc3c12	0.0	3	-1	16	-17	2	-0.1	-21	0.0
Nc1c(C(=O)NCc2ccco2)c2nc3ccccc3nc2n1CCc1ccccc1F	-0.1	-1	.	21	-28	19	0.6	-10	-6.5
CC(=O)Oc1c(C(=O)c2nnc(C)o2)c(=O)n(Cc2ccccc2)c2ccccc12	-1.9	-21	2	61	5	7	-0.2	1	-0.1
CCC(C)NS(=O)(=O)c1ccc(NC(=O)Cc2ccc(OC)cc2)cc1 (centres undefined)	9.3	0	-4	21	-1	16	5.0	10	2.5
CCOC(=O)C1=C(C)NC(C)=C(C(=O)OCC)C1c1ccco1	-2.0	1	-2	0	-9	-21	-0.5	-13	0.8
CCOC(=O)C1=C(C)N(C)C(C)=C(C(=O)OCC)C1c1cccnc1	-2.3	-12	-3	34	-7	1	-1.7	-1	-3.6
CCn1c(O)c(N=NC(=O)Cc2csc(N3CCOCC3)n2)c2ccccc21	0.7	10	1	-17	1	-6	0.1	-16	-0.4

Reformatted with values under each structure: part of the list above.
The line under a structure holds: TRPN1 ag | Mdm2 ligase inh | Runt-SMMHC FRET | CHOP inhibitor | NCF1 inh | PPC-1+TRAIL kill | TRPML3 agonist | EBV gp42 inh | TNF necrop inh
> CCC(=O)Nc1ccc(NC(=O)c2cccc(OC)c2)nc1
 : 1.3 | -7 | 5 | 1 | -9 | 0 | 0.3 | -11 | -0.8
> CCn1cc(C(=O)NCCCN(C)c2ccccc2)c(=O)c2cc(S(=O)(=O)N(C)C)ccc21
 : 1.5 | -17 | 0 | 7 | 0 | 0 | -0.1 | -16 | 1.2
> Cn1cccc1CNCc1ccccc1Cl
 : -2.0 | -8 | 1 | -6 | -14 | -11 | -0.6 | -10 | -1.9
> O=C1NC(Nc2nc3ccccc3s2)(C(F)(F)F)C(=O)N1C1CCCCC1 (centres undefined)
 : -0.5 | -34 | -1 | 79* | -13 | -10 | 0.7 | 12 | 1.4
> CCCS(=O)(=O)N1CCCC(C(=O)NCC(OC)OC)C1 (centres undefined)
 : 0.3 | -6 | 1 | 8 | -3 | -4 | 0.3 | -6 | -0.4
> COc1ccccc1NC(=O)CN1CCN(CC(=O)Nc2ccc(Cl)c(C(F)(F)F)c2)CC1
 : -0.7 | -33 | -10 | 34 | -18 | 17 | 0.9 | -20 | -0.8
> Cc1cc(C(=O)N/N=C/c2ccc3c(c2)OCO3)c(C)o1
 : -1.1 | -11 | -1 | -38 | -3 | 34 | 0.9 | -9 | -5.7
> COc1ccccc1Nc1ccc(N)cc1
 : -1.3 | 7 | 3 | -14 | 3 | 28 | 0.6 | -4 | -11
> CN(Cc1nc2ccccc2c(=O)[nH]1)Cc1cc(=O)oc2ccc3ccccc3c12
 : 0.0 | 3 | -1 | 16 | -17 | 2 | -0.1 | -21 | 0.0
> Nc1c(C(=O)NCc2ccco2)c2nc3ccccc3nc2n1CCc1ccccc1F
 : -0.1 | -1 | . | 21 | -28 | 19 | 0.6 | -10 | -6.5
> CC(=O)Oc1c(C(=O)c2nnc(C)o2)c(=O)n(Cc2ccccc2)c2ccccc12
 : -1.9 | -21 | 2 | 61 | 5 | 7 | -0.2 | 1 | -0.1
> CCC(C)NS(=O)(=O)c1ccc(NC(=O)Cc2ccc(OC)cc2)cc1 (centres undefined)
 : 9.3 | 0 | -4 | 21 | -1 | 16 | 5.0 | 10 | 2.5
> CCOC(=O)C1=C(C)NC(C)=C(C(=O)OCC)C1c1ccco1
 : -2.0 | 1 | -2 | 0 | -9 | -21 | -0.5 | -13 | 0.8
> CCOC(=O)C1=C(C)N(C)C(C)=C(C(=O)OCC)C1c1cccnc1
 : -2.3 | -12 | -3 | 34 | -7 | 1 | -1.7 | -1 | -3.6
> CCn1c(O)c(N=NC(=O)Cc2csc(N3CCOCC3)n2)c2ccccc21
 : 0.7 | 10 | 1 | -17 | 1 | -6 | 0.1 | -16 | -0.4

More results.
canonical_smiles	TRPN1 ag	Mdm2 ligase inh	Runt-SMMHC FRET	CHOP inhibitor	NCF1 inh	PPC-1+TRAIL kill	TRPML3 agonist	EBV gp42 inh	TNF necrop inh
CCOc1ccccc1N1CC(C(=O)Nc2ccccc2N2CCOCC2)CC1=O (centres undefined)	0.8	-2	2	25	-9	20	-0.3	-2	-2.4
O=C(Nc1ccc(Cl)cn1)c1ccc(COCC(F)(F)C(F)F)o1	-0.5	-12	0	96*	-8	23	-0.4	-2	1.0
CCN1CCC2(CC1)N=C(c1ccc(F)cc1)C(=S)N2C(=O)c1ccc(C(C)(C)C)cc1	-0.2	-11	4	93*	22	-3	0.6	-15	-2.3
CC(C)C(NC(=O)c1ccc(C(C)(C)C)cc1)C(=O)NCC(c1ccccc1)N(C)C (centres undefined)	-1.9	-11	-14	17	0	-4	-1.0	-14	1.8
Cc1ccc(C2CC(=O)C(C=NCCN3CCN(C(=S)Nc4ccccc4)CC3)=C(O)C2)cc1 (centres undefined)	0.1	-11	-6	22	-8	32	1.5	-3	-0.5
CC(=O)COc1ccc2c3c(c(=O)oc2c1C)CCCCC3	0.3	-3	4	6	-6	20	0.9	0	0.1
COCCCN1CC23C=CC(O2)C(C(=O)O)C3C1=O (centres undefined)	1.8	-26	-7	0	-7	14	0.5	-10	1.3
CN(C)S(=O)(=O)c1cccc(C(=O)NC(=S)N(CCC#N)Cc2cccnc2)c1	0.5	1	-3	-1	-5	16	0.7	8	-0.2
